Assay outcomes as filed in PubChem.
VLA-4 inh: inhibition in a human VLA-4 binding assay; P13612; VLA-4 expressing cells, ligand binding flow cytometry; inhibition, % (about 7 µM as worked out from the volumes in the protocol); 330,000 compounds, 0.2% hits; AID 2557; in the data active = inhibition above about 50%
BCLXL inh: Bcl-xL (human) inhibition. Q07817. GST-Bcl-xL / FITC-Bim BH3 peptide fluorescence polarization. inhibition, % at 10.9 µM. AID 2129. 320,000 compounds, 0.7% hits;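 active = inhibition above the mean of all tested compounds plus 3 SD, cutoff set per campaign, cut at about 30% in these data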;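 also: 0% = DMSO wells and 100% = unlabeled Bim-BH3 peptide competitor; inhibitors lower millipolarization by displacing the labeled peptide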
CIT2 TOR yeast: alters CIT2-GFP fluorescence in TOR pathway yeast screen; S. cerevisiae CIT2-GFP strain, flow cytometry, 3 h; 100 means same as DMSO wells; GFP response vs DMSO, % at 10 µM; 320,000 compounds, 0.065% hits;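 active = GFP response relative to DMSO above a set limit, near the screen mean plus 3 SD, cut at about 150% in these data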;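 also: ratio of well median GFP fluorescence to mean of DMSO wells on the plate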
MCL1-BIM inh: MCL1-BIM-BH3 interaction inhibition (human); Q07820; GST-MCL1 / FITC-Bim-BH3 fluorescence polarization; inhibition, % at 10.9 µM; 320,000 compounds, 0.68% hits; AID 2057;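 active = inhibition above the mean inhibition of all tested compounds plus 3 SD, set per campaign, cut at about 40% in these data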;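 also: 0% = DMSO wells and 100% = unlabeled Bim-BH3 peptide control; higher means more loss of mP so more displacement of Bim peptide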
MEX-5 binding: C. elegans MEX-5 TCR-2 RNA binding activity. Q9XUB2. MEX-5/FITC-TCR2 RNA binding, fluorescence polarization; active compounds read low. activity score (negative = inhibition of binding), % at 10 µM. 300,000 compounds, 0.38% hits. AID 1832;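 active = inhibition past about -25% in most replicates, and total fluorescence under double the plate's negative control median, limit read from the data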;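 also: 0% = DMSO and -100% = 5 µM competing unlabeled TCR2 RNA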
Target sequence (Q9XUB2 whole entry, looked up): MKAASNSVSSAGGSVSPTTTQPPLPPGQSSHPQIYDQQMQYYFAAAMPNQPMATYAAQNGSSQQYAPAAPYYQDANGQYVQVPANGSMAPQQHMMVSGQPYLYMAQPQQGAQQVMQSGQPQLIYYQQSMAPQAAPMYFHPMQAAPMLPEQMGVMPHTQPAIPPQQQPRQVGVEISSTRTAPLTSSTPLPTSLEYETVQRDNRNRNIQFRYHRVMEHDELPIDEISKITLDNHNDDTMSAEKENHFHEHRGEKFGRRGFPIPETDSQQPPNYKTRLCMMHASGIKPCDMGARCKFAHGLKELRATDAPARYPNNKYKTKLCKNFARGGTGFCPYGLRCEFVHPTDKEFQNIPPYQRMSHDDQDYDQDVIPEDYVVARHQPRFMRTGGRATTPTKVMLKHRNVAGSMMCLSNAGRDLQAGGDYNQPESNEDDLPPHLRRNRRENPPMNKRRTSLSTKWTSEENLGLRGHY
AGP1-GFP MLPCN: yeast TOR pathway AGP1-GFP modulation; S. cerevisiae AGP1-GFP multiplex flow cytometry, 3 h; GFP as percent of DMSO wells; GFP response vs DMSO, % at 10 µM; AID 2066; 320,000 compounds, 0.02% hits;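 active = GFP response relative to DMSO above a set limit, near screen average plus 3 SD, cut at about 150% in these data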;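 also: median GFP channel fluorescence of the gated AGP1 strain per well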
GLD-1 TGE inh: GLD-1-TGE RNA interaction inhibition (C. elegans); purified GLD-1 + fluorescein TGE RNA, fluorescence polarization; inhibition, % at 5.96 µM; 320,000 compounds, 0.44% hits;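 active = percent inhibition above a per-plate cutoff, the plate mean of test compounds plus 3 SD, cut at about 30% in these data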;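 also: 0% = DMSO wells with GLD-1 and probe and 100% = wells lacking GLD-1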
Target sequence (Q17339 whole entry, looked up): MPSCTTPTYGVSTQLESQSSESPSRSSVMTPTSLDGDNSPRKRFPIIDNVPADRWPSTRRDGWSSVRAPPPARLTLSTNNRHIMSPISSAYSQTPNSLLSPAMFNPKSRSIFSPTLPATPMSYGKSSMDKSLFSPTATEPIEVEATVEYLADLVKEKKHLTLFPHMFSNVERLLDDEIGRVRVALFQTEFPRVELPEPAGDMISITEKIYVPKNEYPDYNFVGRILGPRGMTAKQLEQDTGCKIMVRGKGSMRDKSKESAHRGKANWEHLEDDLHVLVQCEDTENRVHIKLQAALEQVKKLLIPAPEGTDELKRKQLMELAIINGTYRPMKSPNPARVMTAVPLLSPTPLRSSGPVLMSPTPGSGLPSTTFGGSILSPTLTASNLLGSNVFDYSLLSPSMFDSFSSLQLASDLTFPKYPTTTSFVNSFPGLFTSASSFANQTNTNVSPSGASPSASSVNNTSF
GRK2 aptamer HTS: human GRK2 inhibition via aptamer displacement. bead flow cytometry, FAM-aptamer displacement from GRK2. inhibition of aptamer binding, % at 10 µM. 330,000 compounds, 0.59% hits. AID 488847;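 active = inhibition of aptamer binding above 40%, roughly 3 SD of noise, on plates passing a quality check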;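 also: median bead fluorescence of bound FAM aptamer so fluorescent compounds give negative values; no value below 0 was filed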
Yeast superoxide: lowers age-related superoxide in aged yeast cells; S. cerevisiae aged cells, superoxide DHE fluorescence; active compounds read low; superoxide response (% of plate mean), % at 10 µM; 330,000 compounds, 0.18% hits; AID 2690;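 active = superoxide response under a set limit, about three screen SD below normal, cut at about 65% in these data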;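 also: yeast aged for seven days with compound at 30 °C before DHE staining; 100% = average MFI of all compound-treated wells on the plate with controls excluded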
* hit, by the source's call; . = not tested or not shown; + = active, no number.

Abbreviations: A = VLA-4 inh; B = BCLXL inh; C = CIT2 TOR yeast; D = MCL1-BIM inh; E = MEX-5 binding; F = AGP1-GFP MLPCN; G = GLD-1 TGE inh; H = GRK2 aptamer HTS; I = Yeast superoxide
> CN1CCN(c2ccc([N+](=O)[O-])c(Sc3nc4ccccc4[nH]3)c2)CC1
  A: -4; B: 2; C: 102; D: 4; E: -10; F: 111; G: 0; H: 1; I: 104
> CC(=O)N(c1ccc(C)cc1)S(=O)(=O)c1ccc(Cl)cc1
  A: 15; B: 5; C: 91; D: -1; E: 1.8; F: 103; G: 2; H: 0; I: 109
> COc1ccccc1OCC#CCn1ccnc1
  A: 1; B: 7; C: 106; D: 8; E: 0.7; F: 101; G: 2; H: 1; I: 96
> Cc1ccc(-c2nc(C#N)c(NCCc3ccccn3)o2)cc1
  A: 7; B: -3; C: 112; D: 1; E: 0.4; F: 110; G: 1; H: 0; I: 90
> c1ccc(CCc2nn3c(C4COc5ccccc5O4)nnc3s2)cc1 (stereo not given)
  A: 6; B: 5; C: 101; D: 8; E: -1.3; F: 109; G: 6; H: 0; I: 99
> CN1CCc2c(n(CC(O)CN(CCO)CCO)c3ccccc23)C1=O (stereo not given)
  A: 1; B: 0; C: 99; D: -3; E: 0.1; F: 88; G: 0; H: 0; I: 104
> CCOc1cc(C(c2c(C)[nH][nH]c2=O)c2c(C)[nH][nH]c2=O)cc(Cl)c1O
  A: -6; B: 4; C: 82; D: 3; E: -0.3; F: 87; G: -10; H: 0; I: 93
> Brc1ccc(C2=CC(c3cccs3)n3ncnc3N2)cc1 (stereo not given)
  A: -8; B: 168*; C: 100; D: +; E: -51*; F: 88; G: 151*; H: 1; I: 87
> COc1ccc(CN2C(=O)COc3ccccc32)cc1
  A: -5; B: 0; C: 101; D: -1; E: -2.1; F: 104; G: -1; H: 1; I: 97
> S=C1NCN(C2CCCCC2)CN1c1ccccc1
  A: 12; B: -2; C: 104; D: -2; E: 0.3; F: 109; G: -3; H: 0; I: 97
> Cn1c(SCC(=O)N2CCCc3ccccc32)nnc1-c1ccco1
  A: 4; B: -1; C: 97; D: -3; E: -1.1; F: 101; G: -2; H: 0; I: 92
> CC(C)n1c(NCc2nc3ccccc3n2C)nc2ccccc21
  A: 8; B: 17; C: 94; D: 21; E: 18; F: 104; G: 11; H: 4; I: 104
> CN1CCCCCC1C(=O)N1CCC(N2CCC(C(=O)N3CCOCC3)CC2)CC1 (stereo not given)
  A: -2; B: 4; C: 113; D: 5; E: 5.6; F: 108; G: -7; H: 0; I: 81
> CCCC(C)NC(=O)CN(Cc1ccco1)S(=O)(=O)c1ccccc1 (stereo not given)
  A: 1; B: 2; C: 96; D: -6; E: .; F: 96; G: 4; H: 1; I: 90
> COCCCn1c(SCc2nnc(-c3ccc(OC)c(OC)c3)o2)nnc1-c1ccncc1
  A: -3; B: 3; C: 107; D: 0; E: -0.4; F: 100; G: 3; H: 1; I: 100
> COc1ccc([C@@H]2[C@@H](C(=O)C(C)(C)C)N3N=Cc4ccccc4[C@@H]3C23C(=O)OC(C)(C)OC3=O)cc1OC
  A: -17; B: 7; C: 88; D: -2; E: -3.7; F: 95; G: 2; H: 7; I: 84
> COC(=O)c1ccc(C(=O)N2CCCC(N3CCN(c4ccccc4)CC3)C2)nc1 (stereo not given)
  A: -2; B: 7; C: 111; D: 5; E: -1.2; F: 106; G: -4; H: 0; I: 110
> NS(=O)(=O)c1ccc(CCNC(=O)CNC(=O)C2CCCCC2)cc1
  A: 2; B: 0; C: 106; D: 2; E: 1.4; F: 108; G: 5; H: 3; I: 79
> O=C(NC1CCCCCC1)C1CCCN(c2ncccn2)C1 (stereo not given)
  A: 4; B: -2; C: 96; D: 0; E: 2.2; F: 96; G: -2; H: 1; I: 82
> Cc1noc(C)c1COc1ccccc1C(=O)N1CCN(S(=O)(=O)c2cccc([N+](=O)[O-])c2)CC1
  A: 3; B: 2; C: 88; D: -1; E: .; F: 94; G: 7; H: 0; I: 91
> CCC(=O)N=c1ccn(C2=Nc3ccccc3NC2=C(C#N)C#N)cc1
  A: 2; B: 7; C: 97; D: 8; E: -5.1; F: 99; G: 3; H: 1; I: 112
> COc1ccc(/C=C/C(=O)Nc2ccccc2F)cc1S(=O)(=O)N1CCOCC1
  A: 2; B: .; C: 107; D: .; E: .; F: 115; G: 0; H: 1; I: 86
> Cc1ccc2nc(Nc3ccc(C)c(C)c3)c3nncn3c2c1
  A: -6; B: 10; C: 101; D: 9; E: -3.0; F: 93; G: 3; H: 0; I: 102
> OC(CNCCCCNCC(O)C(F)(F)F)C(F)(F)F (stereo not given)
  A: 17; B: 0; C: 95; D: 26; E: 1.0; F: 99; G: 2; H: 0; I: 112
> O=C(Nc1cccs1)NC1CCCC1
  A: -4; B: 6; C: 82; D: 19; E: 0.5; F: 85; G: 3; H: 0; I: 114

The last 2 records of the section before open the next one.
Abbreviations: A = VLA-4 inh; B = BCLXL inh; C = CIT2 TOR yeast; D = MCL1-BIM inh; E = MEX-5 binding; F = AGP1-GFP MLPCN; G = GLD-1 TGE inh; H = GRK2 aptamer HTS; I = Yeast superoxide
> OC(CNCCCCNCC(O)C(F)(F)F)C(F)(F)F (stereo not given)
  A: 17; B: 0; C: 95; D: 26; E: 1.0; F: 99; G: 2; H: 0; I: 112
> O=C(Nc1cccs1)NC1CCCC1
  A: -4; B: 6; C: 82; D: 19; E: 0.5; F: 85; G: 3; H: 0; I: 114
> COC(=O)c1nc(NC(=S)NC(=O)c2cccs2)sc1C
  A: -2; B: 11; C: 91; D: 13; E: -0.3; F: 85; G: 0; H: 1; I: 106
> COc1cccc(OC)c1C(=O)N1CCN(S(=O)(=O)c2ccc(C)cc2)CC1
  A: 9; B: 8; C: 102; D: 7; E: -1.6; F: 99; G: 10; H: 0; I: 119
> Cc1nn(-c2ccccc2)c(C)c1/C=C/C(=O)OC(C)C(=O)Nc1ncc(Cl)cc1Cl (stereo not given)
  A: -28; B: 1; C: 103; D: -2; E: 1.5; F: 96; G: -2; H: 2; I: 95
> CCOCCCNC(=S)N1CCC(NC(=O)C23CC4CC(CC(C4)C2)C3)CC1
  A: 12; B: 4; C: 106; D: 8; E: -0.5; F: 107; G: -4; H: 2; I: 101
> Cc1ccsc1C(=O)NNC(=S)NC1CCCCC1
  A: -11; B: 2; C: 103; D: 10; E: 0.5; F: 111; G: 2; H: 0; I: 110
> c1ccc2nc(N3CCN(Cc4ccc5c(c4)OCO5)CC3)cnc2c1
  A: 9; B: 3; C: 102; D: -1; E: 11; F: 108; G: -2; H: 4; I: 92
> CC(NC(=O)Cc1c(F)cccc1Cl)C1CCCO1 (stereo not given)
  A: -2; B: 1; C: 101; D: 6; E: -0.4; F: 100; G: 5; H: 1; I: 103
> Cc1ccccc1NC(=O)Cn1cnc2c(oc3ccccc32)c1=O
  A: 13; B: 0; C: 94; D: -5; E: -1.6; F: 104; G: -5; H: 2; I: 99
> FC(F)(F)c1cccc(NC(=S)NCC2COc3ccccc3O2)c1 (stereo not given)
  A: 16; B: -1; C: 105; D: 4; E: -0.5; F: 98; G: 0; H: 0; I: 120
> COC(=O)c1ccccc1NC(=O)Cn1c(-c2nonc2N)nc2ccccc21
  A: 8; B: -5; C: 100; D: -8; E: -1.0; F: 96; G: 2; H: 0; I: 90
> O=c1oc2cc([N+](=O)[O-])ccc2nc1/C=C(O)/C=C/c1ccccc1
  A: 19; B: 4; C: 92; D: 6; E: -13; F: 102; G: -7; H: 0; I: 90
> CS(=O)(=O)NCC(c1ccco1)N1CCN(c2ccc(F)cc2)CC1 (stereo not given)
  A: 14; B: 4; C: 108; D: 0; E: -7.1; F: 108; G: 7; H: 1; I: 96
> COc1ccc(N2CCN(C(=O)C3CCCN(S(=O)(=O)c4ccc(F)cc4)C3)CC2)cc1 (stereo not given)
  A: -7; B: 4; C: 109; D: 6; E: -0.3; F: 103; G: -1; H: 0; I: 114
> O=[N+]([O-])c1ccccc1Oc1ccc(S(=O)(=O)N2CCOCC2)cc1
  A: -1; B: -1; C: 88; D: 5; E: .; F: 90; G: -2; H: 1; I: 111
> Cc1cc(C)cc(N(C(=O)c2csnn2)C(C(=O)NC2CCCC2)c2ccccn2)c1 (stereo not given)
  A: 2; B: 0; C: 74; D: -1; E: -0.1; F: 64; G: -5; H: 0; I: 98
> O=C(CCC(=O)OCc1ccc([N+](=O)[O-])cc1)Nc1ccc(F)cc1
  A: 10; B: 2; C: 93; D: -2; E: 0.0; F: 99; G: 2; H: 0; I: 96
> COc1ccc(-c2noc(CCC(=O)NC3CCCCC3)n2)cc1
  A: 16; B: 8; C: 100; D: 2; E: 4.3; F: 100; G: 0; H: 0; I: 86
> CC(C)c1ccc(N2C=Nc3ccc(C(C)C)cc3C2)cc1
  A: 6; B: 3; C: 87; D: 5; E: 2.2; F: 100; G: -2; H: 3; I: 84
> C1CCCCCC(NCCN2CCNCC2)CCCCC1
  A: 9; B: 6; C: 98; D: 4; E: -0.1; F: 98; G: 2; H: 0; I: 120
> O=C(NC1CC1)C1Nc2ccc(OC(F)(F)F)cc2C2C=CCC12 (stereo not given)
  A: 12; B: 4; C: 84; D: -2; E: 0.2; F: 88; G: 4; H: 2; I: 102
> O=C(O)C1CCN(Cc2ccccn2)CC1
  A: 21; B: -2; C: 108; D: -3; E: -0.6; F: 108; G: 1; H: 25; I: 77
> C=CCn1c(Cc2csc(N)n2)nnc1SCC(=O)OCC
  A: 3; B: -1; C: 107; D: 2; E: -4.2; F: 102; G: -9; H: 0; I: 76
> O=C(Cc1ccccc1[N+](=O)[O-])N1CCOCC1
  A: 15; B: 5; C: 105; D: 7; E: 2.1; F: 97; G: -5; H: 0; I: 101
> COc1ccc(CCN(C)C(=O)CSc2nccn2C)cc1OC
  A: 10; B: -4; C: 102; D: -8; E: 0.7; F: 100; G: -4; H: 0; I: 107
> CC(C)C1C(C#N)=C(N)Oc2n[nH]c(-c3ccc4ccccc4c3)c21 (stereo not given)
  A: -2; B: 2; C: .; D: 8; E: 0.9; F: 87; G: 4; H: 1; I: 114
> O=C(Cc1ccccc1)NCC(=O)OC(c1ccccc1)c1ccccc1
  A: 21; B: 1; C: 105; D: 10; E: 0.6; F: 98; G: 0; H: 14; I: 122
> Cc1oc(-c2cccs2)nc1CS(=O)CC(=O)NCCc1ccccc1 (stereo not given)
  A: 7; B: -2; C: 83; D: 0; E: 1.3; F: 86; G: -8; H: 1; I: 113
> C(=N\NCc1ccccc1)/c1ccc2ncccc2c1
  A: -4; B: 0; C: 98; D: 1; E: -0.9; F: 121; G: 0; H: 2; I: 82

MEX-5 binding: entries above that show a hit
Structure,VLA-4 inh,BCLXL inh,CIT2 TOR yeast,MCL1-BIM inh,MEX-5 binding,AGP1-GFP MLPCN,GLD-1 TGE inh,GRK2 aptamer HTS
Brc1ccc(C2=CC(c3cccs3)n3ncnc3N2)cc1 (stereo not given),-8,168*,100,+,-51*,88,151*,1
